Compound activity (PubChem BioAssay)
m5-HT2A agonist: activates the mouse 5-HT2A serotonin receptor; 360,000 tested, 0.66% active; activation, % at 7.6 µM; CHO-K1 mHTR2A beta-arrestin complementation, luminescence; percent of 30 µM serotonin response;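 active = activation above a run cutoff, the mean activation of all tested compounds plus 3 SD, cut at about 14% in these data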;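 also: 0% = plate median of compound wells and 100% = 30 µM serotonin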
PDI inh: PDI (human) enzyme inhibition | P07237 | PDI insulin aggregation turbidity, A650, 90 min | inhibition, % at 10 µM | 350,000 tested, 0.052% active | AID 588391;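 active = mean inhibition across replicates of 30% or more, whatever share of single replicates reach that level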;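 also: absorbance from insulin aggregation driven by PDI reduction with DTT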
Granule exo inh: lytic granule exocytosis inhibition | TALL-104 LAMP-1 surface exposure, flow cytometry; cells stimulated with thapsigargin and PMA | inhibition, % at 10 µM | 360,000 tested, 0.66% active | AID 651702;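 active = inhibition above about 55%, limit read from the data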
MC4R ag barr: agonists of human melanocortin 4 receptor (MC4R) beta-arrestin. P32245. U2OS MC4R beta-arrestin complementation, luminescence; percent of melanotan II response, DMSO zero. activation, % at 8.9 µM. 360,000 tested, 0.98% active. AID 540308;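 active = activation above a per-plate cutoff, the mean activation of sample wells on that plate plus 3 SD, cut at about 8% in these data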
CaV13 FRET inh: Primary screen for inhibitors of IQ motif and Ca2+-dependent inactivation inhibitor domain binding in CACNA1D, Förster resonance energy transfer in living cells, …; HEK cells, CFP/YFP FRET ICDI-IQ, plate reader, 10 min; percent FRET-ratio fall versus neutral wells; 340,000 tested, 0.098% active; inhibition, % at 12.3 µM;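 active = mean replicate inhibition of at least 30% and at least 1% of replicates passing that level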;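 also: 0% = median of the neutral control wells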
Glyco luc inh: blocks N-linked glycosylation in D54 reporter cells | D54 ERlucT glycosylation luciferase reporter, 24 h; percent of 100 nM tunicamycin response | AID 588692 | reporter increase, % at 12.5 µM | 360,000 tested, 0.23% active;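 active = mean luciferase reporter signal, scaled so untreated is 0 and the glycosylation-blocking control 100, at or above a set limit in every replicate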;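 also: luciferase carries N-glycosylation sites so blocking glycosylation raises the light; 0% = median of neutral control wells and 100% = median of 100 nM tunicamycin wells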
MC4R antag cAMP: blocks human MC4R cAMP signaling. inhibition, % at 6.5 µM. 360,000 tested, 0.48% active. MC4R-expressing cells, MTII-stimulated cAMP, LANCE TR-FRET. AID 540295;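 active = inhibition above its plate's cutoff, the mean of tested wells on that plate plus 3 SD, cut at about 29% in these data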;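 also: 0% = Melanotan II alone and 100% = Melanotan II plus saturating MCL0020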
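Material – human MC4R-expressing U2OS cells · Repeats – no replicates · Detection – TR-FRET with Eu-cAMP and labeled anti-cAMP, 671 nm · Times – compound 30 min, challenge 1 h, detection 1 h · Compound – single nominal compound dose of 6.5 µM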
ABHD5 PLIN5 PPI: inhibitors of human ABHD5-perilipin-5 interaction. Q00G26+Q8WTS1. AID 602281. 360,000 tested, 0.78% active. inhibition, % at 4 µM. Split G. princeps luciferase complementation, luminescence, 4 h;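 active = inhibition above the mean inhibition across every tested compound plus 3 SD, cut at about 22% in these data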;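 also: 0% = DMSO only wells and the 100% control is not disclosed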
Cardio protect: modulators protecting cardiomyocytes from myocardial damage; H9c2 cardiomyocytes, H2O2 injury protection, ATPLite, 2 h; protection from H2O2 cell death, % at 20 µM; 360,000 tested, 0.63% active;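 active = compounds giving at least 50% protection of heart cells from peroxide-induced death in the single-dose screen, raw or plate-pattern-corrected value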;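 also: 0% = DMSO wells with peroxide and 100% = DMSO wells without peroxide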
ABCB6 inh 2: blocks the human ABCB6 transporter; K562-ABCB6 porphyrin accumulation, flow cytometry, 1 h; active compounds read low; Q9NP58; fluorescence ratio to DMSO, % at 10 µM; 360,000 tested, 0.19% active;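 active = fluorescence ratio to DMSO below 75%, the collection mean minus 3 SD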;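 also: signal is porphyrin accumulated inside mitochondria; 100% equals median channel fluorescence of DMSO control wells; lower ratio means ABCB6 inhibition with less porphyrin fluorescence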
Target sequence (Q9NP58 whole entry, looked up): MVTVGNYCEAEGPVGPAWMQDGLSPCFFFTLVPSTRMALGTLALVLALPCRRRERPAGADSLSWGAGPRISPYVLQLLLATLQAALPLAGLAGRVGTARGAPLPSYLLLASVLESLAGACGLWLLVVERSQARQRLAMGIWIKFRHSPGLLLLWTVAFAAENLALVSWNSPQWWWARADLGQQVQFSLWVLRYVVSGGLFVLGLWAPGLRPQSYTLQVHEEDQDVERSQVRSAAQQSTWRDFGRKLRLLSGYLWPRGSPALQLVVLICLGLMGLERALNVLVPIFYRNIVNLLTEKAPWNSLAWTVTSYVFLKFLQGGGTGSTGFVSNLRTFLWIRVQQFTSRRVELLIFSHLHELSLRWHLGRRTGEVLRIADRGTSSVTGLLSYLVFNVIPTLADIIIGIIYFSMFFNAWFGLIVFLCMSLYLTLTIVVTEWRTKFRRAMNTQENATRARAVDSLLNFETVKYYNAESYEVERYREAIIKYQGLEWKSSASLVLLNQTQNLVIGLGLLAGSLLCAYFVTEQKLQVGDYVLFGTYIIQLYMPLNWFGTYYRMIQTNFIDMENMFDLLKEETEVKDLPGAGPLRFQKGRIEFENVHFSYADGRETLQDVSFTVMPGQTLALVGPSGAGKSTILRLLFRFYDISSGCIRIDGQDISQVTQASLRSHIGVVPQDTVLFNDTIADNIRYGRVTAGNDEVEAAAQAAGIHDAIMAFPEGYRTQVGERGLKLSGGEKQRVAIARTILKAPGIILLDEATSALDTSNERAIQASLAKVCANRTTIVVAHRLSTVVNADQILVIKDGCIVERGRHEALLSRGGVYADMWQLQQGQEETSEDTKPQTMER
Active calls of the source: *; x = no result given.

SMILES	m5-HT2A agonist	PDI inh	Granule exo inh	MC4R ag barr	CaV13 FRET inh	Glyco luc inh	MC4R antag cAMP	ABHD5 PLIN5 PPI	Cardio protect	ABCB6 inh 2
CCOC(=O)C1(CCOc2ccccc2)CCN(S(=O)(=O)N(C)C)CC1	-1.1	1.5	2.6	0.1	-4.7	0.9	4.4	-2.2	10.0	98.0
CC(=O)Oc1cccc(C(=O)Nc2ccc(NC(=O)c3cccs3)cc2)c1	4.3	5.4	0.1	1.2	-5.0	-2.8	-4.0	7.6	4.0	93.0
Cc1cc(C)c(C#N)c(SC2CCCCC2=O)n1 (centres undefined)	-2.6	-2.9	4.1	0.4	-9.3	2.0	2.1	-2.1	-1.6	92.0
O=C(Cc1sc(-c2ccccc2)nc1-c1ccccc1)Nc1ccc(Cl)cc1	8.2	-11.6	2.0	6.6	-5.2	0.0	6.6	3.5	-14.0	101.0
CCOC(=O)C1CCCN(Cc2ccc(OCc3ccccc3)c(OC)c2)C1 (centres undefined)	5.7	2.6	57.4*	-0.7	-0.9	-3.8	6.0	-6.0	5.2	97.0
CC(C)=CCC[C@H](C)C[C@@H]1Cc2[nH][nH]c(=O)c2[C@@H](c2ccc(F)cc2)O1	-2.6	x	-3.7	x	-5.0	x	x	2.6	x	100.0
CC(C)(C)NC(=S)NNC(=O)c1ccncc1	-3.5	-7.1	-4.0	-3.5	-4.6	1.2	2.2	-5.1	8.8	93.0
COc1ccc(/C=N/n2c(-c3ccco3)nc3ccccc3c2=O)cc1	-3.8	0.1	-0.4	5.9	x	2.9	-2.6	2.5	-19.5	92.0
CN(C(=S)Nc1ccc(SC(F)F)cc1)C(c1ccccc1)c1ccccc1	-2.6	-3.2	6.3	0.7	-19.8	-7.9	9.8	-7.9	-5.9	94.0
O=C(c1ccc(Cl)cc1)c1c[nH]cc1-c1ccccc1	-3.7	-3.4	0.7	0.9	-4.4	2.5	-0.1	-6.2	-0.8	100.0
O=[N+]([O-])c1ccc(NNC(=S)Nc2ccccc2)cc1	-3.0	3.5	-1.8	-3.5	x	-0.8	8.2	-29.9	-36.3	98.0
CCOC(=O)c1c(C)[nH]c2ccc(O)cc12	-5.9	1.0	-4.3	-0.1	-4.9	2.4	-3.2	-2.2	-11.6	127.0
CC1CCCCN1CCNC(=O)C1CCCN(S(=O)(=O)c2cccc3nsnc23)C1 (centres undefined)	-2.2	7.0	-15.6	-1.3	-6.9	-0.8	-0.5	3.5	0.9	103.0
Nc1nc(CSc2nc3ccccc3[nH]2)nc(N2CCOCC2)n1	1.5	15.9	-3.7	-2.3	x	-1.6	1.6	-7.7	-5.4	99.0
O=C(Cc1ncc(C(F)(F)F)cc1Cl)NCCc1ccccc1	1.1	3.9	0.2	-2.2	-5.7	0.4	12.9	4.6	9.3	93.0
CCOC(=O)/C=C/c1ccc2c(c1)S(=O)(=O)N(Cc1ccc(OC)cc1)[C@H]2CC(=O)OCC	2.9	1.9	-4.3	-0.9	-12.1	-0.7	7.9	12.2	10.8	103.0
CCOC(=O)c1cc(C#N)c(SC(C)C(=O)NC2CCCCC2)nc1C (centres undefined)	-3.3	-0.8	-2.5	-0.7	-6.8	-0.3	9.8	1.8	-1.1	97.0
Cc1ccc(N(C(=O)c2ccccn2)C(C(=O)NC2CCCCC2)c2ccncc2)cc1 (centres undefined)	-5.6	8.5	10.1	-1.7	-2.0	0.3	4.1	3.0	-2.5	99.0
CC1CCCC(NC(=O)CCCCCn2c(=S)[nH]c3ccsc3c2=O)C1C (centres undefined)	1.9	11.1	1.2	-0.9	-12.1	2.9	1.6	-0.9	-3.1	92.0
CCOc1ccc(/C=C2\NC(=S)NC2=O)cc1	3.5	4.1	-5.7	3.5	-5.4	2.3	-17.9	-0.4	-27.2	94.0
Cc1c(C=O)c2cc(OCc3ccccc3)ccc2n1C	-2.1	-1.8	69.2*	-0.3	-20.4	-5.6	-3.1	8.2	-1.8	100.0
COc1ccc(CNC(=O)Nc2cccc(C(F)(F)F)c2)cc1OC	-3.9	-7.3	10.3	3.6	-18.3	-3.6	5.5	2.2	2.2	88.0
O=C(/C=C/c1ccccc1Cl)Nc1cccnc1	-4.7	-2.0	-1.9	-2.0	-3.0	-12.4	-3.3	-5.6	-14.7	99.0
CC(C)CNC(=O)NC(=O)COc1c(F)c(F)cc(F)c1F	-2.2	5.4	0.1	1.1	x	1.1	-2.8	-2.5	4.3	105.0
COc1cc(OC)cc(C(=O)NNC(=O)CCC2CCCC2)c1	4.7	3.5	-2.6	-2.4	-2.4	1.8	3.5	2.1	-4.9	99.0
CCOC(=O)C1(Cc2ccc(OC)cc2)CCN(C(=O)c2cc(C)on2)CC1	-0.4	5.5	-2.5	-2.7	-15.8	1.4	7.5	3.7	0.0	96.0
COc1cc(NC(=O)C2CCCO2)c(OC)cc1NC(=O)c1ccccc1 (centres undefined)	-3.0	2.0	5.3	-2.2	-1.8	2.0	-3.1	-6.6	12.1	110.0
O=C(NC(=S)Nc1cccnc1)c1cccc(Br)c1	0.9	2.3	-17.0	-4.1	-19.4	-0.2	8.2	-0.9	5.2	100.0
Cc1cc(C)cc(Cn2c3ccc(NC(=O)NCCc4cccs4)cc3c(=O)n2C)c1	-5.8	-3.1	-6.1	-1.5	-6.1	-3.2	3.5	-3.0	0.8	97.0
COc1ccc(OC)c(NC(=O)CCOc2cccc(C)c2)c1	-4.1	-2.7	-5.8	1.9	-2.3	-1.6	-3.5	-0.5	-6.9	99.0
CCN(CC)CCn1c2c(c(SCC(=O)Nc3nccs3)nc1=O)CCCC2	-4.5	11.5	4.8	-1.3	-4.8	-0.9	5.4	0.6	5.2	98.0
CN(Cc1c(C(=O)N/N=C/c2ccccc2)nnn1-c1nonc1N)c1ccccc1	-0.2	-1.5	1.0	-2.2	-11.5	3.0	7.2	-7.2	-5.0	87.0
COc1cccc(-c2csc(N3CCN(C(=O)Nc4ccc(Cl)cc4)CC3)n2)c1	-1.8	-3.5	1.1	-3.6	-14.9	-4.5	11.3	-11.0	-12.0	97.0
O=[N+]([O-])c1ccccc1Nc1ccccc1[N+](=O)[O-]	-2.9	6.7	-1.8	5.8	-6.4	-3.2	-5.5	-3.8	-5.4	102.0
CN(CC(=O)Nc1ccc(N2CCOCC2)cc1)C(=O)COc1ccccc1F	1.3	-3.0	3.5	0.3	-1.9	1.4	16.4	3.1	1.0	99.0
COC(=O)CN1C(=S)N(c2ccc(OC)cc2)C(=O)/C1=C/c1cccs1	6.0	8.6	1.1	0.8	-5.7	2.7	-1.9	-5.8	0.6	98.0
Cc1ccc(CNC(=O)c2ccc(C#CC(C)(C)O)s2)cc1	0.9	-7.7	0.0	0.2	-5.2	-1.3	1.5	-2.9	-1.0	88.0
O=C(NNC(=O)C1CCN(Cc2ccc(F)cc2Cl)CC1)Nc1ccc([N+](=O)[O-])cc1	-0.5	-0.3	-2.3	-0.4	-5.0	-1.9	26.0	-7.3	-5.9	95.0
CN(CCO)Cc1csc2ccc(Br)cc12	-5.4	-5.5	-7.9	-3.0	x	0.0	-0.8	3.9	1.3	100.0
CCOc1ccc(CNC(=O)CCS(=O)(=O)Cc2ccccc2C)cc1OC	-0.6	2.5	0.0	2.1	-15.6	-1.0	10.7	-1.3	-1.3	104.0

Molecules from the list above with a cyano group (2):
SMILES	m5-HT2A agonist	PDI inh	Granule exo inh	MC4R ag barr	CaV13 FRET inh	Glyco luc inh	MC4R antag cAMP	ABHD5 PLIN5 PPI	Cardio protect	ABCB6 inh 2
Cc1cc(C)c(C#N)c(SC2CCCCC2=O)n1 (centres undefined)	-2.6	-2.9	4.1	0.4	-9.3	2.0	2.1	-2.1	-1.6	92.0
CCOC(=O)c1cc(C#N)c(SC(C)C(=O)NC2CCCCC2)nc1C (centres undefined)	-3.3	-0.8	-2.5	-0.7	-6.8	-0.3	9.8	1.8	-1.1	97.0

Continuation:
SMILES	m5-HT2A agonist	PDI inh	Granule exo inh	MC4R ag barr	CaV13 FRET inh	Glyco luc inh	MC4R antag cAMP	ABHD5 PLIN5 PPI	Cardio protect	ABCB6 inh 2
CCN(CC)c1ccc(/C=N/NC(=O)c2cnccn2)cc1	-1.3	-4.3	0.3	-0.9	-6.6	21.2	-29.9	5.3	-13.5	107.0
CCOc1ccc(NC(=O)CN2CCN(CC(=O)Nc3ccc4c(c3)OCO4)CC2)cc1	5.0	-0.8	6.7	-0.5	-6.4	-1.5	-3.3	-6.0	-9.4	100.0
COc1ccc(OCCCC(=O)OC(C)C(=O)Nc2cccc(C(C)=O)c2)cc1 (centres undefined)	8.7	4.8	9.9	-1.4	-6.5	1.7	3.7	6.1	-5.6	95.0
COc1ccc(/C=N/NC(=S)Nc2ccccc2[N+](=O)[O-])cc1O	-7.6	0.4	-0.8	-2.8	-2.4	-9.1	-18.5	-38.0	-1.4	97.0
Clc1ccc(Cl)c(-c2nn3c(COc4ccccc4)nnc3s2)c1	0.5	-2.7	-0.6	17.2*	-8.8	0.2	11.7	-4.7	-7.4	91.0
O=C(NCCCc1ccc(F)cc1)C1CCC(=O)N(CCN2CCOCC2)C1 (centres undefined)	-2.9	-0.8	-1.5	0.7	-7.1	-0.6	-4.4	2.9	5.5	107.0
N#CCC(=O)N/N=C/c1cn(Cc2ccccc2C#N)c2ccccc12	3.5	-1.7	-9.5	1.7	8.0	0.7	11.3	-7.9	4.3	99.0
CC(C)(C)OC(=O)CNC(=O)c1nc[nH]c1C(=O)N1CCN(C(=O)OC(C)(C)C)CC1	-5.0	-7.6	-2.8	0.6	-1.9	1.3	6.8	-11.4	7.0	103.0
Cc1ccc(S(=O)(=O)NCc2ccccc2)cc1C(=O)N1CCCCC1	-1.4	-9.2	-1.7	-1.7	x	1.1	-0.6	-1.2	0.0	102.0
O=C(O)CSc1ncccc1C(=O)O	0.5	-10.1	-1.0	-1.3	-2.9	2.1	7.0	3.4	10.3	100.0
CC(C)(C)C(=O)N1CCc2cc(-c3csc(N)n3)ccc21	3.2	7.1	-2.3	0.8	x	-17.6	-0.1	-5.1	-32.5	95.0
COc1cccc(NC(=O)CSc2nnc(CN3CCOCC3)n2C)c1	-1.7	-13.0	-0.8	0.1	-0.1	0.4	2.4	-4.6	-8.5	96.0
O=C(CC(=O)c1ccccn1)c1ccccc1	1.0	15.6	-1.0	0.9	-14.7	-5.4	2.4	0.9	13.8	95.0
CCOc1ccc(Cc2nc(N)nc(N)n2)cc1	3.0	-17.6	-6.9	-2.8	-4.3	8.4	0.5	5.7	-4.8	100.0
Cc1ccc(-c2n[nH]c(=O)c3ccccc23)c(C)c1	-2.0	-0.5	-6.5	-1.1	-8.6	-1.4	6.6	-1.6	-4.8	94.0
COCC(=O)N1CCC(Oc2ccc(C(=O)N(C)CCCC3CCCC3)cc2)CC1	1.1	-5.2	-1.4	-1.8	-7.1	-1.5	-0.2	1.8	-6.6	102.0
O=C(NCc1ccc2c(c1)OCO2)c1cccc(S(=O)(=O)N2CCOCC2)c1	-4.3	-7.5	2.4	-0.4	-7.4	2.0	-3.0	4.4	-0.4	91.0
